Screening results (PubChem BioAssay)
M1 PAM = human CHRM1 positive allosteric modulation. CHO-K1 hM1, Fluo-8 calcium fluorescence, ACh EC20; 0% = ACh EC20, 100% = maximal ACh. P11229. activation, % at 3 µM. 360,000 tested, 0.088% active; in the data active = activation above about 19%, passing the limit was not always enough
CHRM4 agonist = agonists of human muscarinic M4 receptor (CHRM4); activation, % at 3 µM; 360,000 tested, 0.14% active; CHO-K1 hM4/Gqi5, Fluo-8 calcium fluorescence; vehicle 0%, full acetylcholine response 100%; AID 624127; P08173;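 active = activation above the run mean over all test wells plus 3 SD, cut at about 32% in these data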;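 also: peak over basal fluorescence ratio per well then scaled between controls; 0% = DMSO wells and 100% = acetylcholine at EC100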
Target sequence (P08173 whole entry, looked up): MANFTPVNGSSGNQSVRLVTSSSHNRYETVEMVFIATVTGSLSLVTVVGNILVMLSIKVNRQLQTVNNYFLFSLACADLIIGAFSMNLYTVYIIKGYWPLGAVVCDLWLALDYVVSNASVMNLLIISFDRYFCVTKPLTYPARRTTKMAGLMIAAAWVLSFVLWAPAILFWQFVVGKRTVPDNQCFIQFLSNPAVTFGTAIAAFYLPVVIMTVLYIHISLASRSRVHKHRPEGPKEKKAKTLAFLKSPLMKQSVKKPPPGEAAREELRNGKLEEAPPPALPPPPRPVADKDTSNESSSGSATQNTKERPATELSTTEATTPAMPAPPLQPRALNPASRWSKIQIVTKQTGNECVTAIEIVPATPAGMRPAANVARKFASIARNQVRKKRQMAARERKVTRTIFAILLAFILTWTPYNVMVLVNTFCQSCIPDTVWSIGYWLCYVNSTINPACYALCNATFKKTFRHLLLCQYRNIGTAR
TAAR1 ag = agonists of human TAAR1; CHO RD-HGA16 TAAR1, Fluo-8 calcium fluorescence; vehicle wells 0%, saturating PEA agonist 100%; activation, % at 3 µM; 360,000 tested, 0.99% active; AID 624467;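 active = activation above the mean activation of all test compounds in the run plus 3 SD, cut at about 38% in these data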
Target sequence (Q96RJ0 whole entry, looked up): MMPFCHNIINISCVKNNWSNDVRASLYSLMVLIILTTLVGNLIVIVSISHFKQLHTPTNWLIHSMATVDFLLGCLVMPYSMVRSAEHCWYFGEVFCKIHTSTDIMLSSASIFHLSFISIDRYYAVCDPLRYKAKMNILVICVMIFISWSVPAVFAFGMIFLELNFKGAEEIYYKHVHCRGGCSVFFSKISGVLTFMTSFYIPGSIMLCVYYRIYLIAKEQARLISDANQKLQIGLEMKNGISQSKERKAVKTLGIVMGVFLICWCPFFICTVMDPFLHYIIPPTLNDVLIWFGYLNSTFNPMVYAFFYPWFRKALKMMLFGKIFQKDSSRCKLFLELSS
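Benchmarks: low control DMSO, high control PEA (EC100); System: CHO RD-HGA16 cells carrying human TAAR1 plus Gα16; Detection: Fluo-8 fluorescence, 5 s baseline then 140 s kinetic read; Schedule: 17-24 h plating, Fluo-8 75 min 37 °C, 30 min RT; Read-out basis: % activation from peak over basal fluorescence ratio, DMSO-to-PEA scaled.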
CHRM4 antagonist = blocks acetylcholine activation of human M4 receptor | CHO-hM4 cells, ACh EC80, Fluo-8 calcium fluorescence | inhibition, % at 3 µM | 360,000 tested, 0.73% active;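 active = inhibition above its plate's cutoff, the mean inhibition of sample wells plus 3 SD, cut at about 27% in these data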;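 also: 0% = acetylcholine EC80 with DMSO and 100% = DMSO without agonist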
M5 ag = agonists of human muscarinic M5 receptor (CHRM5); activation, % at 3 µM; 360,000 tested, 0.19% active; P08912; CHO-K1 hM5 cells, Fluo-8 calcium fluorescence; 0% DMSO wells, 100% maximal acetylcholine response;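 active = activation above the run's mean over test compounds plus 3 SD, cut at about 23% in these data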;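 also: signal is peak over basal fluorescence ratio across the kinetic read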
M5 PAM = positive allosteric modulators of human muscarinic M5 receptor; P08912; CHO-K1 hM5, Fluo-8 calcium, ACh EC20 PAM; 0% = ACh EC20, 100% = ACh EC100; activation, % at 3 µM; 360,000 tested, 0.3% active;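 active = activation above the run cutoff, the mean activation of all test compounds plus 3 SD, cut at about 18% in these data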
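Probe or stimulus: acetylcholine, EC20 level; Assay system: human M5 receptor in CHO-K1 cells; Schedule: compound preincubation 140 s before EC20 acetylcholine addition; Technique: intracellular calcium via Fluo-8 fluorescence; Dosing: single-point, 3 µM nominal; Read-out basis: percent activation from peak-over-basal fluorescence ratio, scaled EC20-to-EC100 acetylcholine; Repeats: one well per compound, no replicates.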
M1 antag = antagonists of human M1 muscarinic receptor. P11229. CHO-K1 hM1, Fluo-8 calcium fluorescence, ACh EC80 antagonist. inhibition, % at 3 µM. 360,000 tested, 1.3% active;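 active = percent inhibition above its own plate's cutoff, namely the mean of that plate's compound wells plus 3 SD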;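 also: peak over basal fluorescence ratio during 140 s after agonist addition; 0% = ACh EC80 plus DMSO and 100% = DMSO alone without agonist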
CHRM5 antagonist = blocks acetylcholine activation of human M5 receptor; 360,000 tested, 0.59% active; inhibition, % at 3 µM; P08912; CHO-hM5 cells, Fluo-8 calcium fluorescence, ACh EC80; AID 624040;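 active = inhibition above a per-plate cutoff, the mean of that plate's test compounds plus 3 SD, cut at about 27% in these data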;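 also: 0% = acetylcholine EC80 with DMSO and 100% = DMSO without agonist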
M1 ag = agonists of human M1 muscarinic receptor. P11229. CHO-K1 hM1, Fluo-8 calcium fluorescence, agonist mode; 0% DMSO, 100% acetylcholine EC100. activation, % at 3 µM. 360,000 tested, 0.33% active;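 active = activation above the run's mean compound activation plus 3 SD, cut at about 16% in these data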;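 also: peak over basal fluorescence ratio within a 140 s kinetic read after compound addition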
* hit, by the source's call; · = not tested or not shown. Some of the compounds tested; rates above refer to the full screens.

The opening 2 records, ahead of the listing:
(1) Cc1ccccc1-c1cc2nc(NCc3ccc(N(C)C)cc3)n(C)c(=O)c2s1
(2) Cn1c(=O)c2[nH]c(CN3CCCCC3)nc2n(C)c1=O
entry no.	1	2
M1 PAM	5	6
CHRM4 agonist	2	1
TAAR1 ag	-1	2
CHRM4 antagonist	-15	-2
M5 ag	0	0
M5 PAM	-1	15
M1 antag	-11	-14
CHRM5 antagonist	-3	-3
M1 ag	-2	-2

The list itself, repeating the preview:
(1) Cc1ccccc1-c1cc2nc(NCc3ccc(N(C)C)cc3)n(C)c(=O)c2s1
(2) Cn1c(=O)c2[nH]c(CN3CCCCC3)nc2n(C)c1=O
(3) COc1ccc(N2CCN(S(=O)(=O)c3cc(-c4cc(C)no4)ccc3C(C)C)CC2)cc1
(4) C=CCn1cnc2c(nnn2-c2ccc(OC)c(OC)c2)c1=O
(5) COc1ccc(-n2nc3c(N)n[nH]c3cc2=O)cc1
(6) Cc1oc(C(=O)O)cc1COc1cccc2cccnc12
entry no.	1	2	3	4	5	6
M1 PAM	5	6	2	-7	15	11
CHRM4 agonist	2	1	6	1	1	0
TAAR1 ag	-1	2	15	1	0	12
CHRM4 antagonist	-15	-2	-8	4	0	14
M5 ag	0	0	3	3	0	2
M5 PAM	-1	15	0	3	6	2
M1 antag	-11	-14	-5	21	-9	-14
CHRM5 antagonist	-3	-3	-4	7	-1	4
M1 ag	-2	-2	-1	-2	-4	-2

(7) CC(=O)c1sc(NC(=O)CN2C(=O)NC3(CCCC3)C2=O)nc1-c1ccccc1
(8) CCOc1ccc(S(=O)(=O)NCCC(=O)N2CC(C)OC(C)C2)cc1 (centres undefined)
(9) Cc1ccc(S(=O)(=O)Nc2c(C)n(C)n(-c3ccccc3)c2=O)c(C)c1
(10) COc1ccc(CN(C(=O)c2ccco2)C2CCS(=O)(=O)C2)cc1 (centres undefined)
(11) Cc1ccc(NC(=S)N(Cc2ccccc2)Cc2cccs2)c(C)c1
(12) CCN1CCN(c2ncnc3c2cnn3-c2ccccc2)CC1
entry no.	7	8	9	10	11	12
M1 PAM	-2	3	4	6	-3	10
CHRM4 agonist	1	2	0	2	0	1
TAAR1 ag	1	0	-1	1	1	1
CHRM4 antagonist	5	-1	-7	-23	8	-11
M5 ag	-1	0	1	-2	1	-1
M5 PAM	-11	4	4	-3	-2	4
M1 antag	2	-2	-5	-4	3	-4
CHRM5 antagonist	15	2	-8	-5	13	0
M1 ag	-4	0	-5	-2	-6	-8

(13) CC(C)(C)C(=O)Nc1ccc(C(=O)CN2C(=O)NC3(CCOc4ccccc43)C2=O)cc1 (centres undefined)
(14) COc1ccc(-c2sc3ccc(N4CCOCC4)cc3c2C#Cc2ccsc2)cc1
(15) CCCc1cc(=O)oc2cc(C)cc(OCC(=O)NC(Cc3ccc(Cl)cc3)C(=O)O)c12 (centres undefined)
(16) Cc1cn([C@H]2C[C@H](O)[C@@H](CCC(=O)NCCCn3ccnc3)O2)c(=O)[nH]c1=O
(17) Cn1ccc(C(=O)OCC(=O)Nc2ccccc2)n1
(18) CSc1nsc(SC)c1C(=O)OCC(F)(F)F
entry no.	13	14	15	16	17	18
M1 PAM	1	5	4	-4	12	24*
CHRM4 agonist	7	2	2	0	-1	-2
TAAR1 ag	6	6	3	3	-1	4
CHRM4 antagonist	1	7	-17	-6	-3	4
M5 ag	0	7	1	1	-2	-1
M5 PAM	-9	1	-1	-4	3	6
M1 antag	-4	-5	-12	1	-13	-52
CHRM5 antagonist	10	8	6	0	7	-11
M1 ag	-2	-1	-2	-2	-3	-1

(19) Cc1cccc2cc(C#N)c(SCC(=O)NNC(=O)Cc3ccccc3)nc12
(20) COc1ccc(C(=O)N/C(=C\c2cn(C)c3ccccc23)C(=O)NCCCN2CCOCC2)cc1
(21) CCN1CCc2nc(NC(=O)c3ccc(S(=O)(=O)N(C)C)cc3)sc2C1
(22) O=C(NCCCN1CCOCC1)c1ccc(N2CCOCC2)c([N+](=O)[O-])c1
(23) OCc1ccccc1Cn1ccnc1
(24) O=C(COc1ccccc1)Nc1nnc(-c2ccco2)o1
entry no.	19	20	21	22	23	24
M1 PAM	9	4	9	9	3	9
CHRM4 agonist	2	1	2	0	1	2
TAAR1 ag	7	1	6	3	1	3
CHRM4 antagonist	-6	-8	-2	-1	-4	1
M5 ag	-3	-3	-1	-2	0	3
M5 PAM	0	-1	-3	4	-4	7
M1 antag	-10	-6	-9	-8	-15	-12
CHRM5 antagonist	-9	8	8	-11	0	-1
M1 ag	-4	-2	-7	-5	5	-2

(25) CCCCC1CCC(C(=O)Nc2ccccc2)CC1 (centres undefined)
(26) OC(CN1CCN(c2ccc(C(F)(F)F)cn2)CC1)c1ccccc1 (centres undefined)
(27) Cc1ncoc1C(=O)Nc1ccccc1C(N)=O
(28) O=C(COC(=O)c1cnccn1)NCc1ccccc1
(29) O=C(Nc1ccc2ccccc2n1)Nc1cccs1
(30) COc1cc(/C=N/NC(N)=S)ccc1OCC(=O)N1CCOCC1
entry no.	25	26	27	28	29	30
M1 PAM	-4	-20	0	6	8	4
CHRM4 agonist	0	15	1	1	0	0
TAAR1 ag	0	·	4	3	0	1
CHRM4 antagonist	-1	10	3	1	1	7
M5 ag	3	-4	3	-3	0	0
M5 PAM	-4	-8	0	-3	2	-1
M1 antag	8	23	6	-7	-18	-4
CHRM5 antagonist	2	21	1	2	-5	-1
M1 ag	-4	-8	0	-4	-1	-6

(31) CN(C)c1ccc(/C=N/n2c(C3CCCCC3)n[nH]c2=S)cc1
(32) O=C(NCc1ccc(OC(F)(F)F)cc1)C1CC2Cn3c(nc4ccccc43)C2N1c1ccccc1 (centres undefined)
(33) COC(=O)c1cccc(NC(=O)/C=C/c2cccc([N+](=O)[O-])c2)c1
(34) C/C(=N/NC(=O)C1CC1(c1ccccc1)c1ccccc1)c1cccs1 (centres undefined)
(35) O=C(Nc1cc(N2CCOCC2)ncn1)Nc1cccc2ccccc12
(36) O=C(CN1C(=O)/C(=C/c2ccccc2F)Sc2ccccc21)NCc1cccnc1
entry no.	31	32	33	34	35	36
M1 PAM	10	-5	-11	-4	11	-10
CHRM4 agonist	0	2	2	0	0	15
TAAR1 ag	-2	2	16	7	14	13
CHRM4 antagonist	0	6	-4	-3	-8	8
M5 ag	-1	-2	0	0	4	2
M5 PAM	-2	7	-9	1	-2	-21
M1 antag	-16	4	16	-1	-8	18
CHRM5 antagonist	8	11	12	-2	1	18
M1 ag	-4	-5	-3	-6	2	2

One compound at a time, as listed above. Values in the order: M1 PAM | CHRM4 agonist | TAAR1 ag | CHRM4 antagonist | M5 ag | M5 PAM | M1 antag | CHRM5 antagonist | M1 ag
O=C(Nc1cc(N2CCOCC2)ncn1)Nc1cccc2ccccc12 is entered as 11 | 0 | 14 | -8 | 4 | -2 | -8 | 1 | 2
C/C(=N/NC(=O)C1CC1(c1ccccc1)c1ccccc1)c1cccs1 (centres undefined) is entered as -4 | 0 | 7 | -3 | 0 | 1 | -1 | -2 | -6
O=C(NCc1ccc(OC(F)(F)F)cc1)C1CC2Cn3c(nc4ccccc43)C2N1c1ccccc1 (centres undefined) is entered as -5 | 2 | 2 | 6 | -2 | 7 | 4 | 11 | -5

(list continues)
(37) O=[N+]([O-])c1ccccc1Nc1nc(-c2cccnc2)cs1
(38) O=C(CC1S/C(=N/N=C2CCCCCC2)NC1=O)Nc1ccccc1C(F)(F)F (centres undefined)
(39) CC(=O)c1ccc(N2CCN(C(=O)COc3ccccc3F)CC2)c(F)c1
(40) CCOc1ccc(CNC(=O)c2ccc(Sc3ccc(C)cc3)c(NC(C)=O)c2)cc1
(41) COc1ccc(C(C(=O)NC(C)(C)C)N(C(=O)Cn2nnc3ccccc32)c2ccc(C(C)=O)cc2)cc1O (centres undefined)
(42) CCOc1ccccc1N(CC(=O)NCc1ccncc1)S(=O)(=O)c1ccccc1
entry no.	37	38	39	40	41	42
M1 PAM	3	13	0	3	0	2
CHRM4 agonist	1	1	6	4	0	5
TAAR1 ag	4	2	6	-1	1	6
CHRM4 antagonist	-7	-2	1	-8	-10	6
M5 ag	-9	-3	0	0	0	1
M5 PAM	-1	-1	-8	-1	-5	-4
M1 antag	-12	-15	-4	-6	0	3
CHRM5 antagonist	10	9	-3	-2	2	1
M1 ag	-6	-4	-1	-4	-2	-8

(43) c1ccc2sc(NC3=NCN(CCN4CCOCC4)CN3)nc2c1
(44) O=C(c1ccc(S(=O)(=O)NCc2ccco2)cc1)N1CCCC(C(F)(F)F)C1 (centres undefined)
(45) COc1ccc2c(c1OC)C(=O)OC2Nn1cncn1 (centres undefined)
(46) O=C(COC(=O)c1n[nH]c(=O)c2ccccc12)NC1CCCCC1
(47) Cc1ccc(NC(=O)COC(=O)CCn2c(C)csc2=O)c([N+](=O)[O-])c1
(48) O=C(/C=C/c1ccc(Cl)cc1Cl)NCCN1CCOCC1
entry no.	43	44	45	46	47	48
M1 PAM	-1	-2	2	14	-3	3
CHRM4 agonist	3	2	0	0	6	1
TAAR1 ag	9	4	7	2	3	15
CHRM4 antagonist	9	-7	13	-5	10	-13
M5 ag	1	2	2	1	5	-2
M5 PAM	3	-4	-3	7	-6	1
M1 antag	-3	3	0	-9	3	3
CHRM5 antagonist	6	7	-5	6	10	-6
M1 ag	-13	-2	-4	-2	0	-4

(49) O=C(c1ccc(S(=O)(=O)N2CCCCCC2)cc1)N1CCC(CN2C(=O)c3cccc4cccc(c34)C2=O)CC1
(50) O=C(N/N=C/c1ccccc1OC(=O)N1CCOCC1)c1cccs1
(51) O=C(COC(=O)/C=C/c1ccccc1Cl)NC(=O)NC1CCCC1
(52) CN1C(C(=O)NCc2ccco2)CC2Cn3c(nc4cc5ccccc5cc43)C21 (centres undefined)
(53) CCOc1ccc(NC(=O)Nc2cccnc2)cc1
(54) CN(C)C(=O)CCC(=O)N(C)CC1CCCN(CCc2ccc(F)cc2)C1 (centres undefined)
entry no.	49	50	51	52	53	54
M1 PAM	-5	2	13	8	9	-3
CHRM4 agonist	0	1	-2	2	5	0
TAAR1 ag	-4	10	-2	9	5	-1
CHRM4 antagonist	5	-1	-4	-6	-10	14
M5 ag	-8	1	0	2	-3	-1
M5 PAM	-13	2	4	-1	-2	1
M1 antag	4	3	-15	-13	-11	2
CHRM5 antagonist	2	-6	3	5	-15	2
M1 ag	-6	1	-1	-2	-2	-10

(55) CCn1cc(C(=O)O)c(=O)c2cc(F)c(N3CCN(C(=S)Nc4ccc(OC)cc4)CC3)cc21
(56) COc1ccc(NC(=O)N2c3ccccc3CC2C)cc1OC (centres undefined)
(57) CN(C)S(=O)(=O)N(CC(=O)N1CCN(c2ccccc2F)CC1)c1ccccc1
(58) CCOc1ccc(C(C(=O)NC2CCCC2)N(C(=O)c2snc(C(N)=O)c2N)C2CCCC2)cc1 (centres undefined)
entry no.	55	56	57	58
M1 PAM	6	9	2	6
CHRM4 agonist	1	2	13	1
TAAR1 ag	1	1	9	7
CHRM4 antagonist	-9	-12	3	8
M5 ag	-1	-3	0	-2
M5 PAM	2	0	-15	-2
M1 antag	-9	-13	1	-9
CHRM5 antagonist	-2	-2	19	8
M1 ag	-4	-5	-5	-4
